Pyk2 oligo antag = Pyk2 (human) oligomerization antagonism; Q14289; Q293 cells, Pyk2 FERM NanoBiT luminescence; hits give low values; z-score (the deposit names both 25 µM and 10 µM); hit rate 0.83% among 99,000; AID 1347419;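 active means Z-score of -3 or lower, scaled per plate to the spread of control and sample wells; inactive means z-score above -3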;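 further: negative z-score means lost luminescence so less FERM oligomerization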
Target sequence (Q14289 whole entry, looked up): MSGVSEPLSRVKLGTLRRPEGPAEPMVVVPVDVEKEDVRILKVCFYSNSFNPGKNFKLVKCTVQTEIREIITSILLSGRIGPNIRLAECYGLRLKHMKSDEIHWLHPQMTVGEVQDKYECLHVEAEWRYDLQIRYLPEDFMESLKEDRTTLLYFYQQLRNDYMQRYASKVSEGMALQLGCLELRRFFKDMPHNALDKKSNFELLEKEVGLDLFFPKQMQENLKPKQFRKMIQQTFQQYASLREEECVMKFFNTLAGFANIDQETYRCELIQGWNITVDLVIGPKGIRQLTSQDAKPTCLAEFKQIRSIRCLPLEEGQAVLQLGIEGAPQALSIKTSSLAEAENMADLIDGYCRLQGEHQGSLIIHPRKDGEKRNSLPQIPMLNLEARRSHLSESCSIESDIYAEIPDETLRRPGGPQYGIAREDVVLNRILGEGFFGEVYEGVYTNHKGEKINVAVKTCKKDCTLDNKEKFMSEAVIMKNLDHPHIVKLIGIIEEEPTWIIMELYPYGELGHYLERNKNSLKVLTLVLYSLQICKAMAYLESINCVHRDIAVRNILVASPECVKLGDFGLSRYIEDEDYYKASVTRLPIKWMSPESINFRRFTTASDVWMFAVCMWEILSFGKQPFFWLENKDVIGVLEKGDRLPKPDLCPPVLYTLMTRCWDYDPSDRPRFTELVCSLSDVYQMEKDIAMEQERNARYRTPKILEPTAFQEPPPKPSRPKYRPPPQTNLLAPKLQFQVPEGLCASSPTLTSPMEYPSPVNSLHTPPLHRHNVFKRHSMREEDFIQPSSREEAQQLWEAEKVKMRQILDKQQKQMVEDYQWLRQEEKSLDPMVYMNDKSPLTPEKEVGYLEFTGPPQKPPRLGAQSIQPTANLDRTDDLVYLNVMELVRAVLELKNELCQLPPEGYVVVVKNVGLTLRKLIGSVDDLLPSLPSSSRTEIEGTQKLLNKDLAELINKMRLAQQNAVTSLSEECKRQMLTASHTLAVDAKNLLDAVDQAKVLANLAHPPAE
H69AR growth 86K = blocks growth of human H69AR lung tumor cells | hit rate 6% among 85,000 | H69AR lung tumor viability, ATP luminescence, 72 h; hits give low values | viability, % at 10 µM;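 active means viability at or below 40%; inactive means viability above 40%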;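 further: multidrug resistant small cell line overexpressing MRP-1 efflux transporter; 100% = mean luminescence of untreated control wells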
HUVEC tox IL1B = toxic to HUVEC cells under IL-1B stimulation; HUVEC cell count loss, Hoechst imaging, IL-1B stimulated; cell count reduction, % at 2 µM; hit rate 0.41% among 94,000; AID 845;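 active means cell count reduction more than 3 SD above the screen-wide mean, cut at about 70% in these data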;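 further: normalized per plate to untreated control cells as the no-loss baseline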
VCAM1 TNFa inh = reduces TNF alpha induced VCAM1 expression in HUVEC; inhibition, % at 2 µM; AID 802; hit rate 0.48% among 95,000; HUVEC TNFa-induced VCAM-1 immunofluorescence, high-content imaging;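 active means inhibition above the batch mean plus 3 SD, with images confirmed as a hit by eye, cut at about 37% in these data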;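 further: 0% = TNF-stimulated DMSO wells and 100% = unstimulated control wells; not every result past the cut was called active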
TNFa cytotox = HUVEC cytotoxicity counter-screen, TNF alpha stimulated | hit rate 0.17% among 93,000 | HUVEC TNFalpha-stimulated, Hoechst cell count, imaging | cell count reduction, % at 2 µM | AID 848;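 active means cell count reduction exceeding the screen mean by over 5 SD, scaled to untreated wells per plate, cut at about 78% in these data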;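 further: cells counted after 24 h of TNF alpha exposure following the 1 h pretreatment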
Fibroblast inh = blocks proliferation of human lung fibroblasts | LL 47 human lung fibroblast viability, ATP luminescence; hits give low values | viability, % at 10 µM | hit rate 1.1% among 85,000;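 active means viability at or below 50% in the single dose screen; inactive means viability above 50%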;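 further: compound exposure lasted 72 h before the ATP readout; 100% = median luminescence of untreated cell-only wells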
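Material: Human LL 47 lung fibroblast cells | Input: 1,150 cells/well | Buffer or medium: IMEM plus 15% FBS | Compound dosing: 0.1% DMSO in all compound wells | Times: Overnight cell rest, 72 h compound treatment at 37 °C | Signal: CellTiter-Glo luminescence measuring cellular ATP | Measure: % viability versus median cells-only luminescence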
Smad3 inh = Smad3 (human) transcription factor binding inhibition; P84022; TR-FRET Smad3/Dy647-FoxH1 peptide binding, europium anti-His; inhibition, % at 25 µM; hit rate 0.29% among 88,000; AID 630;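 active means compounds that reduce the energy-transfer binding signal between the protein and its labelled peptide by more than half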;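 further: 0% = Smad3 plus labelled peptide maximal FRET and 100% = peptide-only background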
HUVEC inhibit = blocks proliferation of human endothelial cells; HUVEC proliferation, CellTiter-Glo luminescence, 72 h; hits give low values; viability, % at 10 µM (by protocol); hit rate 1.1% among 86,000;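 active means viability at or below 30%; inactive means viability above 30%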;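 further: 100% = median luminescence of DMSO-only cell control wells on each plate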
cytoskel mod = alters cytoskeleton assembly in HUVEC cells | HUVEC TNFa F-actin phalloidin imaging, high content | inhibition, % at 2 µM | hit rate 0.18% among 91,000;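 active means inhibition above the batch mean plus 3 SD and confirmed as a hit by visual image inspection, cut at about 30% in these data, passing the limit was not always enough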; further: strong numbers were not always called active
An asterisk follows results filed as active; / = not tested or not shown; [ ] = remark or other dose. The list is partial; the hit share may differ from the screen's.

Value order: Pyk2 oligo antag, H69AR growth 86K, HUVEC tox IL1B, VCAM1 TNFa inh, TNFa cytotox, Fibroblast inh, Smad3 inh, HUVEC inhibit, cytoskel mod
CCCC1=C(C(=O)OCC)C(/C=C/c2ccccc2)n2ncnc2N1 (stereo not drawn)
  -2.6, 19*, -7, -7, -21, 43*, -1, 62, 9
CCc1cc(C(=O)N2CCOCC2)c(NC2=NS(=O)(=O)c3ccccc32)s1
  -0.59, 93, /, /, /, 94, 10, 98, /
CCOC(=O)C1=C(CSc2nc(C)cc(C)c2C#N)OC(N)=C(C#N)C1c1ccccc1 (stereo not drawn)
  -0.38, 81, 7, 9, -9, 101, 2, 98, -12
COc1ccc(N2CCN(C(=O)c3ccc(NS(=O)(=O)c4ccccc4)cc3)CC2)cc1
  1.2, 88, 0, -4, 5, 98, -16, 86, 4
COc1cccc2cc(C(=O)Nc3cccnc3N3CCOCC3)c(=O)oc12
  1.1, 90, -35, 7, 18, 93, 24, 83, -8
O=C(O)c1cc2cc(Cl)cc(Cl)c2oc1=O
  1.4, 97, 7, -4, 0, /, 11, 108, 27
O=C(c1ccc2ccccc2c1)N1CCN(c2ccc(C(F)(F)F)cn2)CC1
  1.9, 60, -48, 8, -4, 100, 0, 112, -9
O=C(O)C1CC(=O)N(C2CCCCCC2)C1 (stereo not drawn)
  -0.41, 96, /, /, /, 94, -8, 105, /
COc1ccc(-c2nnn(CC(=O)N(CC(=O)NCCC(C)C)c3ccccc3)n2)cc1OC
  0.85, 113, 3, 7, -12, 99, 1, 85, 1
Cc1nnc(SCC(=O)c2ccc(S(=O)(=O)N3CCOCC3)cc2)n1-c1ccccc1
  1, 77, -103, 4, -37, 97, 7, 95, 18
COc1cccc(NC(=O)COc2ccc(S(=O)(=O)NC(C)C)cc2)c1
  0.05, 96, -19, -3, -11, 96, 10, 92, -4
Cc1nnc(C)c2c(C)n(C(c3ccccc3)c3ccccc3)c(C)c12
  0.25, 26*, 27, 4, 10, 106, 4, 77, -12
CCOc1ccccc1C1C(C(=O)OC)=C(N)OC2=C1C(=O)CCC2 (stereo not drawn)
  1.6, 86, /, /, /, 102, -4, 110, /
Cc1ccc(CN(c2ccc(C(=O)NCc3ccccn3)cc2)S(C)(=O)=O)cc1
  -0.47, 100, 1, 8, -6, 95, -2, 89, 7
Cc1cccc(C)c1NC(=O)NC1CC2CCC(C1)N2Cc1cccs1 (stereo not drawn)
  -0.04, /, -4, 14, -32, /, /, /, 12
Oc1cc2ccccc2cc1-c1nnc2n1-c1ccccc1SC2
  -1.2, /, -11, 1, -14, /, /, /, -2
CC(=O)c1cc(CC=C(C)C)c(O)cc1O
  0.16, /, 3, 2, -10, /, /, /, 4
Cc1cc(-c2cccc([N+](=O)[O-])c2)nc2ccc3ccccc3c12
  0.03, /, -24, -15, -14, /, /, /, -14
CCCN1C(=O)/C(=C/c2ccc(C)o2)SC1=Nc1ccc(OCC)cc1
  -1.1, /, -10, 15, -6, /, /, /, -8
CCCNC(=O)C(CC)NS(=O)(=O)c1ccc(OC)cc1 (stereo not drawn)
  -0.57, /, -6, 38, 50, /, /, /, 17
CC(=O)Nc1ccc(S(=O)(=O)N2CCSC2c2ccc(Cl)cc2)cc1 (stereo not drawn)
  -0.96, 81, -7, 8, 2, 90, -3, 77, 2
Cc1cc(=O)[nH]c(S/C=C/c2ccccc2)n1
  0.6, 89, -13, 17, 0, 95, -2, 87, 9
O=C1NN(c2ccccc2)C(=O)/C1=C\c1cccn1-c1ccc(Cl)c([N+](=O)[O-])c1
  -2.7, 75, -40, 3, -22, 93, 1, 81, -6
CCOC(=O)c1ccc(NC(=O)c2ccc(NC(=O)c3ccccc3)cc2)cc1
  -0.17, /, 1, 18, 7, /, /, /, -12
CC(C)CCN1CC(C(=O)NCc2ccc(F)cc2)CC1=O (stereo not drawn)
  -0.48, 88, /, /, /, 100, 7, 106, /
O=C(CSc1nc(-c2ccncc2)nn1CC(=O)N1CCCCC1)NC1CCCC1
  -0.47, 82, -7, 5, -28, 94, -4, 96, 8
CCCCC(=O)OCC(=O)c1ccc(OCC)cc1
  0.17, 99, -2, 2, -17, 96, 0, 102, -1
Cc1cccc(NC(=O)Cn2cnc3c(cnn3-c3ccc(F)cc3)c2=O)c1C
  /, 45, /, /, /, 97, 0, 93, /
Cc1nn(C)cc1C1C2=C(CC(C)(C)CC2=O)N(c2ccccc2)C2=C1C(=O)CC(C)(C)C2
  0.94, /, -3, -2, -15, /, /, /, 11
CS(=O)(=O)Nc1ccc(C(=O)NCC2CCCO2)cc1 (stereo not drawn)
  0.37, 95, 6, -5, -18, 100, 6, 105, 4
COCCn1c(N2CCN(c3ccc(OC)cc3)CC2)nc2c1c(=O)n(C)c(=O)n2C
  0.22, 81, 13, -11, -17, 97, -1, 92, 7
COc1ccc(N2CCN(c3nc(NC(C)(C)C)nc(N4CCCCC4)n3)CC2)cc1
  -0.7, 82, -19, 0, -5, 84, 0, 89, -15
CCCCOc1ccc(-c2cc(C(=O)NNC(=S)NCC)c3ccccc3n2)cc1
  -0.96, /, -5, 24, -5, /, /, /, -4
O=S(=O)(c1cc(Cl)ccc1Cl)N1CCCCC1
  -0.26, 83, 17, -29, 21, 97, 0, 102, -25
O=C(O)C1C2C=CC(C2)C1C(=O)NC1CCS(=O)(=O)C1 (stereo not drawn)
  0.11, 85, -23, -6, -11, 95, -11, 91, -12
CCOc1nc(NCCN2CCOCC2)nc(NC(C)C)n1
  1.3, 90, 11, 6, -16, 112, 1, 85, -4
COc1ccc(C(=O)Nc2cc3c(cc2Cl)OCCCO3)cc1
  0.97, /, -4, -3, -3, /, /, /, 3
CCC(NC(=O)c1ccccc1NC(=O)c1ccc(C)cc1)C(=O)O (stereo not drawn)
  0.54, 100, 8, 4, -2, 89, 10, 75, -14
CCOc1ccccc1N(CC(=O)O)S(=O)(=O)c1ccccc1
  0.59, 101, -36, 11, -22, 106, -9, 99, -84
O=C(CN1CCOCC1)Nc1c2c(nc3ccccc13)N(Cc1ccccc1)CC2
  0.27, 83, /, /, /, 103, 28[fluorescence artefact?], 98, /
Cn1c(CNC(=O)C(C)(C)C)nc2ccccc21
  0.08, 84, /, /, /, 95, 1, 89, /
CCOC(=O)N1CCC(NC(=O)C2=C(C)C(=O)OC23CCC(C)CC3)CC1 (stereo not drawn)
  /, /, -13, 2, -13, /, /, /, 10
CC(C)(C)C(=O)C(Cc1ccccc1)n1cncn1 (stereo not drawn)
  0.11, 95, 2, 6, -14, 96, 10, 96, 2
CN(CC(=O)N1CCCC1)S(=O)(=O)c1ccc(Cl)cc1
  0.76, 99, 14, 22, -30, 97, -2, 102, 8
COc1ccccc1N1CCN(CCCOc2ccc(F)cc2)CC1
  1.7, 88, -131, 4, -8, 101, -3, 101, 6
CCOC(=O)c1cc2sccc2n1CC(=O)c1ccc2c(c1)OCCO2
  -2.2, 72, -1, 2, -26, 96, -8[fluorescence artefact?], 80, -5
CN(Cc1ccccc1)C(=O)Cn1nc(C(F)(F)F)c2c1CCC2
  0.31, 100, 4, 5, -22, 99, -11, 115, 12
CC(=O)NC1C(=O)N(C)c2ccc(Br)cc21 (stereo not drawn)
  0.44, 99, -28, 8, 2, 108, 6, 92, -1
O=C(NCc1ccco1)c1cc(S(=O)(=O)N2CCOCC2)c(Cl)cc1Cl
  0.68, 94, /, /, /, 94, 13[fluorescence artefact?], 101, /
N#Cc1cc(-c2ccccc2)nnc1Oc1ccccc1
  1.2, /, -25, 14, -25, /, /, /, 19

More compounds follow:
Value order: Pyk2 oligo antag, H69AR growth 86K, HUVEC tox IL1B, VCAM1 TNFa inh, TNFa cytotox, Fibroblast inh, Smad3 inh, HUVEC inhibit, cytoskel mod
CCOc1cc(C#N)c(NC(=O)CSc2nnnn2-c2ccc(OC)cc2)cc1OCC
  -0.52, 36*, -7, -6, -31, 92, 1, 99, 8
Cc1ccccc1-n1c(C)cc(/C=N/NC(=O)c2ccncc2)c1C
  1.1, /, 27, 3, 3, /, /, /, 0
CCN(CC)C(=O)CSc1ncnc2c(-c3cccs3)nsc12
  0.37, 41, -4, 8, -21, 94, 14, 93, -6
Cc1cc(=O)n(C)c(=O)n1CCCCCN1CCCC1
  -0.03, 89, -19, 5, -4, 96, 19, 101, -8
COc1ccc(N(CC(=O)N2CCCC(C)C2)S(=O)(=O)c2c(C)nn(C)c2C)cc1 (stereo not drawn)
  /, 89, 4, 8, -18, 100, -5, 88, -6
COc1ccc(CCNC(=O)CN2CCN(c3cccc(C(F)(F)F)c3)CC2)cc1
  1.4, /, -9, 8, -64, /, /, /, 24
CN(C)CCCNC1CS(=O)(=O)CC1O (stereo not drawn)
  0.09, 88, 32, -9, -14, 98, 5, 94, 14
O=C(O)CC(NS(=O)(=O)c1cccc2nsnc12)c1ccc(F)cc1 (stereo not drawn)
  0.21, 109, 11, 11, 1, /, 5, 101, -18
Cc1ccc(Cn2ncc3c(N4CCN(c5ccccc5C)CC4)ncnc32)cc1
  0.16, 76, -47, 1, 6, 86, 33[fluorescence artefact?], 63, -18
O=C(CSc1ccc2nnc(-c3ccncc3)n2n1)Nc1ccc2c(c1)OCCO2
  /, 93, -39, -1, -1, 92, 4, 94, 7
O=C1C2C(C(=O)N1CC1CCCO1)C1C=CC2C12CC2 (stereo not drawn)
  -0.06, 92, 11, 3, -2, 102, 5, 91, -23
CCCCCC(=O)N(CN1C(=O)CCC1=O)c1ccccc1
  1.1, 95, 11, -8, 5, 104, -6, 101, -12
CCOC(=O)Cc1c(C)nc2c(-c3ccccc3)c(C)nn2c1C
  -0.82, 63, -15, -7, 4, 87, -1, 89, -47
COc1ccc(NC(=O)C(C)Sc2ccccc2)cc1 (stereo not drawn)
  -0.83, 90, 0, 11, -31, 101, -3, 82, /
Cc1ccccc1OCC(=O)NCC(=O)OCC(=O)c1ccc2ccccc2c1
  0.68, /, 13, 7, -9, /, /, /, -2
CSc1c(-c2ccccc2)nc2ccccc2c1C(=O)O
  -0.36, /, -12, -6, 5, /, /, /, 8

Sorted by value in Smad3 inh (largest number first): some entries from above
structure	Pyk2 oligo antag	VCAM1 TNFa inh	Smad3 inh	cytoskel mod
CC(C)CCN1CC(C(=O)NCc2ccc(F)cc2)CC1=O (stereo not drawn)	-0.48	/	7	/
O=C1NN(c2ccccc2)C(=O)/C1=C\c1cccn1-c1ccc(Cl)c([N+](=O)[O-])c1	-2.7	3	1	-6
COc1ccc(NC(=O)C(C)Sc2ccccc2)cc1 (stereo not drawn)	-0.83	11	-3	/
